Bioassay records from PubChem.
KCNH2 3.1 block – qHTS for Inhibitors of KCHN2 3.1: Mutant qHTS; Potassium voltage-gated channel subfamily H member 2, brain isoform KCNH2 3.1 (human); U2OS KCNH2 3.1, thallium flux FluxOr; hits give low values; activity change, % (tested at about 1.8 µM); hit rate 0.95% among 340,000;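 active means maximum activity change below -70%; inconclusive means maximum activity change from -70% to -50%; inactive means maximum activity change above -50%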;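 further: thallium influx rate constant from kinetic fluorescence after stimulation buffer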
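Steps: virus added to U2OS suspension (4 h, RT, dark); medium with 10% FBS added, cells plated, 37 C overnight; FluxOr/Red40 loading buffer 45 min RT; stimulation buffer, 2 min kinetic read; rate constant normalized.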
Eya2 inh – qHTS Assay for Inhibitors of the Phosphatase Activity of Eya2. Protein phosphatase EYA2 (Homo sapiens), O00167. recombinant Eya2, OMFP fluorescence dephosphorylation (OMFP is methylfluorescein phosphate). Potency, µM (top dose mostly 76.9 µM), inactives show at the top dose activity, negative = inhibition, actives largely listed as inhibitors. hit rate 0.006% among 330,000. AID 488837, 2010; further: potency means the concentration at half of the fitted maximal effect
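Eya2 protein (added as 0.2 uM solution) was preincubated with compound for 10 min at ambient temperature in 50 mM HEPES pH 7.5, 50 mM NaCl, 5 uM MgCl2, 0.05% BSA, 1 mM DTT. OMFP (added at 50 uM) then reacted 10 min; fluorescence read at 485/525 nm.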
Chronic BCR inh – qHTS Assay to Find Inhibitors of Chronic Active B-Cell Receptor Signaling. hit rate 0.05% among 340,000. Potency, µM (highest dose often 46.1 µM), for the others: at the top dose ratio change, negative = lower green/red ratio, actives largely listed as inhibitors. AID 493014, 2011. ABC-DLBCL IkBa-CBG/CBR reporter, luminescence ratio, 4 h; active means well fitted inhibition curve with a large enough effect in the signal ratio, with a control signal flat, not every such curve was filed as active; inconclusive means small, poorly fitted or top-dose-only effect, or effect the other way, or a change in a side signal; the % refers to the signal ratio;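 further: potency means the concentration at half of the fitted maximal effect; plate controls were basal doxycycline-induced cells for no effect and cells given 10 µM MG132 for full effect; MG132 reads +100%, hits lower the ratio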
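Compounds up to 46 uM were incubated four hours with TMD8 cells whose green CBG68 luciferase is fused to IkappaBalpha; red CBR luminescence normalised the signal, and concentration-effect curves were fitted to fusion, red and ratio data.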
Giardia killer – Small Molecules that selectively kill Giardia lamblia: qHTS | activity change, % at 7.66 µM, hits read low | AID 540267, 2011 | hit rate 0.15% among 340,000 | Giardia lamblia trophozoite viability; in the data active means activity change below about -80%; inconclusive means between about -30% and that limit;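 further: parasites exposed to compound for two days anaerobically before the ATP read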
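Viability, read as ATP luminescence: trophozoites at 100 cells/well, compound added, 48 hrs anaerobic at 37 deg C, then 15-30 min room-temperature development before reading.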
hERG WT inh – qHTS for Inhibitors of KCHN2 3.1: Wildtype qHTS | activity change, % at 1.84 µM | Voltage-gated inwardly rectifying potassium channel KCNH2 (Homo sapiens), Q12809 | U2OS, BacMam KCNH2, thallium flux FluxOr; hits give low values | AID 720551, 2013 | hit rate 0.37% among 340,000;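 active means maximum activity change below -70%; inconclusive means maximum activity change between -70% and -50%; inactive means maximum activity change above -50%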
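U2OS cells were transduced with wild-type KCNH2 virus (2.03 x 10^8 / mL) for 4 h at room temperature, then cultured overnight at 37 C. Thallium flux was read with FluxOr dye. Rate constants were normalized to DMSO controls.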
USP2a inh – qHTS Assay for Inhibitors of Ubiquitin-specific Protease USP2a Using CHOP2 as the Reporter; Ubiquitin carboxyl-terminal hydrolase 2 (Homo sapiens), O75604; USP2 core, Ub-CHOP2 coupled fluorogenic reporter, 485/531; Potency, µM (top dose mostly 38.3 µM), inactives show at the top dose activity change, negative = inhibition, actives largely listed as inhibitors; hit rate 0.01% among 330,000; AID 463254, 2010;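 further: potency means the concentration at half of the fitted maximal effect; plate controls were DMSO wells for no effect and full inhibition by NEM control for full effect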
Target sequence (O75604 whole entry, looked up): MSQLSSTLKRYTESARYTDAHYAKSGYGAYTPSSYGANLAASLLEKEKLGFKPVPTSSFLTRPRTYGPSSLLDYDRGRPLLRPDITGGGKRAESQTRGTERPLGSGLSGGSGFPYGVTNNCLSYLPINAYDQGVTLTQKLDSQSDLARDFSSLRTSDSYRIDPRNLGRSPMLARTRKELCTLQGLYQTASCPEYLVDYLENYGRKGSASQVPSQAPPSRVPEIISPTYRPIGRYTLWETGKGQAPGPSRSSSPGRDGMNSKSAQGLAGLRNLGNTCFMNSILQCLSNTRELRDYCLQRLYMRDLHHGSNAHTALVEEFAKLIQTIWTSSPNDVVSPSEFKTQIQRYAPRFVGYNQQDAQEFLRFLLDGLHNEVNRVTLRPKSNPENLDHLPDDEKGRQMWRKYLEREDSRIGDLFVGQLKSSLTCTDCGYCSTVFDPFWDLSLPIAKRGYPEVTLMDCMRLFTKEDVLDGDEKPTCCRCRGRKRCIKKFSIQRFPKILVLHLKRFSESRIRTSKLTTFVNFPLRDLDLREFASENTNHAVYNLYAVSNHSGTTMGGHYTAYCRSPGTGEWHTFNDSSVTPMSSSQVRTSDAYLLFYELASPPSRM
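USP2 core (10nM final) preincubated 30min RT with compound in 20mM Tris-HCl pH 8.0, 2mM CaCl2, 2mM beta-mercaptoethanol, 0.05% CHAPS; 25nM Ub-CHOP2 plus 25nM reporter substrate added, fluorescence (Ex485/Em531) read after 60min.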
B2AR arrestin – qHTS assay of beta-arrestin-biased ligands of beta2-adrenergic receptor; Potency, µM (highest dose often 46.1 µM), for the others: at the top dose activation, hits mostly activators; Beta-2 adrenergic receptor (Homo sapiens), P07550; beta-arrestin recruitment to beta2AR, cell-based reporter; hit rate 0.02% among 330,000;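 further: potency means the concentration at half of the fitted maximal effect; 0% = DMSO controls and full agonism = EC100 isoproterenol or metaproterenol; nearly all actives have a fitted effect of over 65% in size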
Target sequence (P07550 whole entry, looked up): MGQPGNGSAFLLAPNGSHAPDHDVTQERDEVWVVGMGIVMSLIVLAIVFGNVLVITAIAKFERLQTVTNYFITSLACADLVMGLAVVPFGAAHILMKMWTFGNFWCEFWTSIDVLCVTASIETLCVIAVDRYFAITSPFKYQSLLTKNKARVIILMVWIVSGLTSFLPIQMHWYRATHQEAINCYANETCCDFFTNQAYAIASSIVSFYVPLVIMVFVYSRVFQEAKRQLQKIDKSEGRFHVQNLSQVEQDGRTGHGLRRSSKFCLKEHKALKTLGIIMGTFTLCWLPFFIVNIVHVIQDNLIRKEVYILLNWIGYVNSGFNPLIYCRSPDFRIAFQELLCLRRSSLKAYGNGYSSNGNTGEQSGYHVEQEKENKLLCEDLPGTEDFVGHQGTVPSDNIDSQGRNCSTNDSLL
uPA generation – qHTS for Inhibitors of Cell Surface uPA Generation; hit rate 0.31% among 330,000; cell surface uPA generation assay, qHTS; Potency, µM (titrated, usually from 38.3 µM), for the others: top-dose activity change, negative = inhibition, hits mostly inhibitors; active means well fitted inhibition curve with a large enough effect; inconclusive means small, poorly fitted or top-dose-only effect; inactive means no such curve, though single readings can be large or run the other way; tested in mouse RAW 264.7 cells; further: potency means the concentration at half of the fitted maximal effect; nearly all actives have a fitted effect of over 55% in size
GALK inhibitor – qHTS Assay for Inhibitors of Human Galactokinase (GALK); hit rate 0.007% among 270,000; AID 1868, 2009; Potency, µM (highest dose often 57.5 µM), for inactives: at the highest dose activity change, negative = inhibition, hits mostly inhibitors; P51570; Purified GALK, Kinase-Glo residual ATP luminescence; further: potency means the concentration at half of the fitted maximal effect
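Luminescence from leftover ATP (Ultra-Glo luciferase/luciferin) served as read-out after a 1 h room-temperature reaction of 5 nM GALK with 35 uM ATP and 100 uM galactose.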
PKM2 act – qHTS Assay for Activators of Human Muscle isoform 2 Pyruvate Kinase | Pyruvate kinase PKM (Homo sapiens), P14618 | hit rate 0.34% among 260,000 | purified PKM2, Kinase-Glo ATP luminescence, activation; response scale: 0% is enzyme alone, no compound | Potency, µM (series often up to 57.5 µM), inactives show top-dose activation, most hits filed as activators; further: potency means the concentration at half of the fitted maximal effect; nearly all actives have a fitted effect of over 55% in size
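Kinase-Glo luminescence reports ATP generated from ADP (0.1 mM) and PEP (0.5 mM) by purified hPK-M2 after 1 h at room temperature, pH 7.2 imidazole buffer; intermediate enzyme activity allows detecting inhibitors and activators.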
Coupling enz – qHTS Assay for Inhibitors of Fructose-1,6-bisphosphate Aldolase from Giardia Lamblia: Coupling assay counterscreen | AID 2472, 2010 | activity change, negative = inhibition, % at 58.2 µM, hits read low | coupling enzyme system counterscreen, AmpLite Red fluorescence | hit rate 0.67% among 290,000; in the data active means activity change below about -30%
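Compounds tested against the coupling enzymes alone at 57.5 uM final; readout was AmpLite Red fluorescence (525/598 nm) after 20 min at RT.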
* = called active by the depositor; ? = inconclusive; . = not tested or not shown; [ ] = another dose, or the depositor's remark. Unless noted, the call rests on the fitted dose curve; in most records, active means well fitted curve in the direction sought with a large enough effect; inconclusive means small, poorly fitted or top-dose-only effect, or another doubt; inactive means no such curve, though single readings can be large; an effect the other way counts as inactive or inconclusive. Unless noted, on the % scale 0 is the no-effect control and ±100 the full control effect. Rows were taken by chance; any-hit rate near 2.4%.

entry	canonical_smiles	Chronic BCR inh	USP2a inh	Coupling enz	uPA generation	KCNH2 3.1 block	Eya2 inh	Giardia killer	PKM2 act	hERG WT inh	GALK inhibitor	B2AR arrestin
1	O=C(Cn1ncc(Cl)c(Cl)c1=O)Nc1ccc2c(c1)OCO2	0%	1%	.	?	9	-2%	-17	.	-6	.	-0.3%
2	Cc1nn(-c2ncc(C(F)(F)F)cc2Cl)c(=O)n1-c1ccccc1Cl	?	2%	-2	-5%	9	0%	-5	0%	-2	0%	0.0%
3	Cc1ccc(C)c(OCC(=O)Nc2cc(C(=O)O)cc(C(=O)O)c2)c1	-1%	1%	4	5%	2	-4%	35[activator]	-3%	4	1%	-0.6%
4	COCC(=O)N1CCC(Oc2ccc(C(=O)NCc3cc(C)no3)cc2)CC1	5%	3%	-3	7%	-8	4%	-17	2%	-7	-4%	?
5	Oc1c(Br)cc(/C=N/n2c(-c3ccccc3)n[nH]c2=S)c(Br)c1O	6%	?	2	.	.	12%	.	-12%[11.5 µM]	.	-7%	-0.9%
6	CCOc1ccc(N=C2NC(=O)S/C2=C\c2ccc(N(C)C)cc2)cc1	?	6%	-2	-4%	-7	15%	-3	-7%	-5	-2%	0.0%
7	Cc1ccc(NC2CCCN(C(=O)CCN3CCCCO3)C2)cc1C (stereo unspecified)	1%	0%	1	11%	0	4%	-2	2%	-6	-7%	-0.1%
8	COc1ccc(/C(C)=N\NC(=O)C(c2ccncc2)N2CCOCC2)cc1 (stereo unspecified)	0%	2%	3	1%	4	14%	9	0%	4	4%	0.0%
9	c1ccc(-c2noc(-c3cccc4ccccc34)n2)nc1	?	0%	-4	-10%	-8	-6%	14	-19%	-9	-1%	-0.1%
10	CCN(CC)C(=O)[C@H]1CC(CC(=O)NCc2ccco2)C(=O)N2CCc3c([nH]c4ccc(OC)cc34)[C@]12C (stereo partly specified)	?	0%	.	-7%	-6	4%	-2	.	-1	.	-0.9%
11	COc1ccc(/C=C2\SC(=O)N(CC(=O)NCCC(C)C)C2=O)cc1OC	?	4%	2	-1%	7	13%	8	0%	-3	-1%	0.1%
12	Cc1ccc(NC(=O)c2cc(C(C)(C)C)nn2Cc2ccccc2)cc1	?	-1%	-4	10%	-24	-5%	4	-4%	-10	5%	-0.5%

Taken from above.
no. 12 in hERG WT inh shows -10
no. 1 in Giardia killer shows -17
no. 10 in USP2a inh shows 0%
no. 6 in hERG WT inh shows -5
no. 7 in hERG WT inh shows -6

The listing picks up; the 5 compounds before the break are reprinted first.
entry	canonical_smiles	Chronic BCR inh	USP2a inh	Coupling enz	uPA generation	KCNH2 3.1 block	Eya2 inh	Giardia killer	PKM2 act	hERG WT inh	GALK inhibitor	B2AR arrestin
8	COc1ccc(/C(C)=N\NC(=O)C(c2ccncc2)N2CCOCC2)cc1 (stereo unspecified)	0%	2%	3	1%	4	14%	9	0%	4	4%	0.0%
9	c1ccc(-c2noc(-c3cccc4ccccc34)n2)nc1	?	0%	-4	-10%	-8	-6%	14	-19%	-9	-1%	-0.1%
10	CCN(CC)C(=O)[C@H]1CC(CC(=O)NCc2ccco2)C(=O)N2CCc3c([nH]c4ccc(OC)cc34)[C@]12C (stereo partly specified)	?	0%	.	-7%	-6	4%	-2	.	-1	.	-0.9%
11	COc1ccc(/C=C2\SC(=O)N(CC(=O)NCCC(C)C)C2=O)cc1OC	?	4%	2	-1%	7	13%	8	0%	-3	-1%	0.1%
12	Cc1ccc(NC(=O)c2cc(C(C)(C)C)nn2Cc2ccccc2)cc1	?	-1%	-4	10%	-24	-5%	4	-4%	-10	5%	-0.5%
13	COc1ccc(N(C(=O)CNC(=O)c2ccco2)C(C(=O)NC2CCCC2)c2ccc(C)o2)cc1 (stereo unspecified)	0%	-1%	0	-7%	-8	-1%	-3	.	9	-3%	-0.7%
14	CSc1cccc(NC(=O)C(C)C)c1	?	3%	1	3%	12	-24%	-25	-2%	0	1%	0.0%
15	Cn1c(N)c(C(=O)COC(=O)CN2C(=O)c3ccccc3C2=O)c(=O)n(C)c1=O	?	5%	0	1%	6	0%	-12	2%	.	0%	-0.1%
16	O=C(NCC(c1cccs1)N1CCOCC1)c1ccc(Cl)cc1 (stereo unspecified)	5%	0%	.	-13%	14	3%	6	.	1	.	-1.4%
17	CC(C)CN(C(=O)CN1CCOCC1)c1c(N)n(CC(C)C)c(=O)[nH]c1=O	0%	1%	1	1%	-16	-9%	7	3%	-8	-6%	-0.1%
18	CCOC(=O)C1=C(O)C(=O)N(Cc2cccnc2)C1c1ccc(OC)cc1 (stereo unspecified)	4%	0%	2	-2%	-5	7%	-12	-24%	-18	4%	-0.2%
19	O=C(/C=C/c1ccco1)Nc1scc(-c2ccccc2)c1C(=O)O	?	-4%	-18	-10%	0	0%	?	-15%	0	1%	0.0%
20	CCOc1cc(CNc2ccc(OC)cc2)cc(Br)c1OCC(=O)NC(C)(C)C	5%	1%	-2	-2%	-5	-11%	8	1%	-1	1%	2.8%
21	Cc1ccc2nc(Nc3ccccc3O)nc(-c3ccccc3)c2c1	?	0%	-1	-11%	1	-1%	-13	2%	-16	-3%	-1.0%
22	COc1ccccc1/C=N/NC(=O)c1ccccc1Cl	?	1%	-1	3%	0	1%	-1	0%	-5	1%	0.0%
23	O=C(Nc1nccs1)c1ccc(COc2c(F)c(F)cc(F)c2F)cc1	6%	5%	-1	-5%	26	-16%	2	.	8	2%	-0.1%
24	C=CCNCCOc1ccccc1-c1ccccc1	-3%	3%	-1	-6%	-8	-1%	8	-4%	-9	4%	0.5%

Continued.
entry	canonical_smiles	Chronic BCR inh	USP2a inh	Coupling enz	uPA generation	KCNH2 3.1 block	Eya2 inh	Giardia killer	PKM2 act	hERG WT inh	GALK inhibitor	B2AR arrestin
25	O=C(O)CSc1nnc(CNc2cccc(C(F)(F)F)c2)n1Cc1ccco1	?	4%	12	1%	7	2%	-2	17%	5	0%	0.3%
26	O=C(/C=C/c1ccccc1)NC(=S)Nc1ccccc1O	?	1%	0	-8%	6	-3%	-26	.	-4	.	-1.1%
27	COc1cccc(CN(CC(=O)NCc2ccco2)C(=O)CNS(=O)(=O)c2ccccc2)c1	-9%	2%	0	5%	7	-5%	1	-9%	1	-1%	-0.3%
28	Nc1ccccc1NC(=O)c1ccccc1N	3%	1%	0	-3%	20	25%	-5	-19%	-1	-1%	0.4%
29	Cc1c(NC(=O)C2(c3ccccc3)CCOCC2)c(=O)n(-c2ccccc2)n1C	0%	0%	0	-5%	18	11%	0	-18%	3	-1%	-0.2%
30	CCOc1ccccc1Nc1ncccc1C(=O)N1CCCC1	3%	2%	-4	-16%	-10	10%	10	11%	-9	-2%	0.5%
31	CCCC(C)C(=O)Nc1cc(S(=O)(=O)N2CCCCC2)ccc1N1CCOCC1 (stereo unspecified)	-2%	2%	.	-13%	0	-11%	-4	.	7	.	0.0%
32	O=C(CSc1nnc(-c2cccc(S(=O)(=O)N3CCCCC3)c2)o1)c1ccc[nH]1	1%	-8%	0	-5%	-8	-2%	4	-1%	3	3%	0.4%
33	Cc1c(Nc2nc(-c3cccc([N+](=O)[O-])c3)cs2)c(=O)n(-c2ccccc2)n1C	7%	-4%	2	6%	6	-1%	23	-16%	-2	1%	3.7%
34	Fc1ccccc1C(c1nnnn1Cc1ccc2c(c1)OCO2)N1CCN(Cc2ccco2)CC1 (stereo unspecified)	4%	3%	3	-5%	-21	-4%	8	-7%	23	1%	0.3%
35	CC1CN=C2C(C(=O)Nc3ccccc3)=C(O)CC(c3ccccc3)N21 (stereo unspecified)	7%	0%	1	-5%	-17	-9%	-10	?	9	0%	-0.4%
36	COc1ccc(N(CC(=O)N2CCc3ccccc32)S(=O)(=O)c2c(C)n[nH]c2C)cc1	-8%	2%	4	-4%	-5	-13%	6	0%	-11	0%	0.3%
37	CCc1ccc(-c2cc(C(=O)Nn3cnnc3)c3ccccc3n2)cc1	?	2%	0	?	14	5%	-100*	-50%	6	4%	0.1%
